Apoferritin bind = qHTS Assay for Identification of Novel General Anesthetics | Ferritin light chain (Equus caballus), P02791 | apoferritin/1-aminoanthracene competitive binding, fluorescence | Potency, µM (highest dose often 77.5 µM), inactives show at the top dose activity change, negative = displacement, actives largely listed as inhibitors | 0.074% of 350,000 active | AID 485281, 2010; note: potency is the fitted concentration of half-maximal effect; % is set by controls: 0 for no effect and ±100 for the full control effect; nearly all actives have a fitted effect of over 20% in size
Target sequence (P02791 2-175 limits assumed): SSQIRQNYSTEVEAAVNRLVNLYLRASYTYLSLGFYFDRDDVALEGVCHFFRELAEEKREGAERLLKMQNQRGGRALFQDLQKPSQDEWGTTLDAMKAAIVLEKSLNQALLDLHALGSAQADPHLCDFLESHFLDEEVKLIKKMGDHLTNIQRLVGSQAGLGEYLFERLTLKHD
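Horse-spleen apoferritin (10 uM) was mixed with 50% saturated 1-aminoanthracene in PBS, exposed to compounds for 10 min at room temperature, and read for fluorescence (ex 380 nm, em 535 nm). Competitive displacement was fitted with a four-parameter Hill equation.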
RXFP1 antag = qHTS Assay for Antagonists of the Relaxin Receptor RXFP1; Relaxin receptor 1 (Homo sapiens), Q9HBX9; HEK293-RXFP1, relaxin-stimulated cAMP HTRF, 30 min; hits give low values; activity change, negative = inhibition, % at 57.5 µM; 0.59% of 350,000 active;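 active = activity change of -60% or lower, but not beyond a set lower limit; inconclusive = change between -60% and -40%, or beyond the set limit; inactive = change above -40%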; note: % is set by controls: 0 for no effect and ±100 for the full control effect
TRHR agonist = qHTS for Small Molecule Agonists and Allosteric Enhancers of Human TRH Receptor: Primary Screen for Agonists; TRHR cells, calcium flux fluo-8, FDSS agonist mode; AID 493084, 2011; 0.18% of 360,000 active; activation, % at 2 µM; in the data active = activation above about 30%; note: 0% is about no effect
Target sequence (P34981 whole entry, looked up): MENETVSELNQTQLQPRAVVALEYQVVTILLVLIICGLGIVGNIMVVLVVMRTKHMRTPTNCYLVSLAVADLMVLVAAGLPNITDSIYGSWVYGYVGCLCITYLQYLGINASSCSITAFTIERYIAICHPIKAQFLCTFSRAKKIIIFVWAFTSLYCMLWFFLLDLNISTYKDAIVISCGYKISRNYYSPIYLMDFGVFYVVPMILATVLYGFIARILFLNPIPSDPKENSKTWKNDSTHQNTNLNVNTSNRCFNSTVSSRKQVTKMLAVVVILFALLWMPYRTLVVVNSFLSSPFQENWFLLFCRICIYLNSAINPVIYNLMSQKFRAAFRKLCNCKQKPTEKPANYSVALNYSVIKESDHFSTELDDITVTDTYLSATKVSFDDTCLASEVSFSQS
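TRHR-expressing cells, plated overnight in medium with 10% serum, were loaded with fluo-8 calcium dye at room temperature. After a 10 s baseline, library compound was pin-added and calcium release was recorded kinetically (ex 480/em 530) as agonist response.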
D2 PAM = HTS Assay for Positive Allosteric Modulators of the Human D2 Dopamine Receptor: Primary Screen for Potentiators; D(2) dopamine receptor (Homo sapiens), P14416; HEK293 T-REx D2, calcium flux, EC20 dopamine potentiation; potentiation, % at 10 µM; 0.34% of 340,000 active;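 active = potentiation over 3 SD above the plate norm, cut at about 30% in these data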; note: 0% is about no effect
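Tetracycline-induced HEK293 T-REx cells force-coupled to calcium signalling expressed D2; compounds were pin-added after a 10 s baseline, read kinetically 180 s, then an EC20 dopamine challenge followed with a further 180 s calcium read.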
D1 agonist = Allosteric Agonists of the Human D1 Dopamine Receptor: qHTS. 1% of 360,000 active. activation, % at 2 µM. HEK293 T-REx D1 cells, calcium flux, agonist mode; in the data active = activation above about 30%; note: 0% is about no effect
Target sequence (P21728 whole entry, looked up): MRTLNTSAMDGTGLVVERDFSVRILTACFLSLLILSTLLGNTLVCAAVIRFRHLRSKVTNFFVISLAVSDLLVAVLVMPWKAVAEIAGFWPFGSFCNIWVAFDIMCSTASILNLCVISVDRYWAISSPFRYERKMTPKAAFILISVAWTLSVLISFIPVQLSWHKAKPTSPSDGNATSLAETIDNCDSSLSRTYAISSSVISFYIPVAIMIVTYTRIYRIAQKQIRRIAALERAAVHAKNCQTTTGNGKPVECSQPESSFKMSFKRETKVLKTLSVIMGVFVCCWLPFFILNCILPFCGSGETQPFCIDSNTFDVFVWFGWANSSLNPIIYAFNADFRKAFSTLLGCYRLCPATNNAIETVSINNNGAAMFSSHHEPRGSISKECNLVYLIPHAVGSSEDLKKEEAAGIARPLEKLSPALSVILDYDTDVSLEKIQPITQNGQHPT
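Inducible HEK293 T-REx D1 cells, force-coupled to calcium signalling, were plated at 4000 cells/well with tetracycline and held overnight at 30 C. After no-wash calcium dye loading, compound-evoked calcium rise over 180 s flagged agonists.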
RXFP1 agonist = qHTS Assay for Agonists of the Relaxin Receptor RXFP1 | HEK293T-RXFP1 cAMP TR-FRET, 30 min; response scale: percent of porcine relaxin response, buffer zero | Potency, µM (top dose mostly 57.5 µM), without a hit: at the highest dose activation, usual class: activators | 0.3% of 370,000 active | AID 2676, 2010; note: potency is the fitted concentration of half-maximal effect; % is set by controls: 0 for no effect and ±100 for the full control effect; nearly all actives have a fitted effect of over 60% in size; many of its hits are not listed in these tables
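HEK293T cells stably expressing RXFP1 were pretreated with the PDE4 inhibitor Ro 20174, exposed to compounds for 30 min at 37C, lysed, and cAMP was read by TR-FRET. Data normalized to buffer (basal) and 29 nM porcine relaxin (100%).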
D1 antagonist = Antagonist of Human D 1 Dopamine Receptor: qHTS | D(1A) dopamine receptor (Homo sapiens), P21728 | HEK293 TREx D1 cells, calcium flux, dopamine EC80; hits give low values | activity change, negative = inhibition, % at 10 µM | 3.2% of 360,000 active | AID 504652, 2011; in the data active = activity change below about -30%; note: % is set by controls: 0 for no effect and ±100 for the full control effect
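Cells carrying a force-coupled, tetracycline-inducible human D1 receptor report calcium flux. Each well gets a 10 s baseline, compound with 180 s monitoring, then an EC80 dopamine stimulus with a second 180 s kinetic read.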
D1 PAM = Potentiators of Human D1 Dopamine Receptor: qHTS. AID 504651, 2011. potentiation, % at 10 µM. 0.036% of 360,000 active. D(1A) dopamine receptor (Homo sapiens), P21728. HEK293 TREx D1 cells, calcium flux, dopamine EC20 potentiation; in the data active = potentiation above about 30%; note: 0% is about no effect
TRHR PAM = qHTS for Small Molecule Agonists and Allosteric Enhancers of Human TRH Receptor: Primary Screen for Enhancers. Thyrotropin-releasing hormone receptor (Homo sapiens), P34981. TRHR cells, fluo-8 calcium fluorescence, EC20 TRH enhancement. enhancement, % at 2 µM. 0.66% of 360,000 active. AID 493056, 2011; in the data active = enhancement above about 30%; note: 0% is about no effect
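Enhancer read-out: after compound pinning and an initial kinetic agonist-mode read, an EC20 of TRH (10 nM final) was injected and fluo-8 calcium signal (Ex 480/Em 530) followed at 1 s/cycle for 100 cycles in TRHR-expressing cells.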
Active calls of the source: *; [ ] = remark or other dose. Unless noted, calls come from the whole dose curve; as a rule, active = well fitted curve in the direction sought with a large enough effect; inconclusive = small, poorly fitted or top-dose-only effect, or another doubt; inactive = no such curve, though single readings can be large; an effect the other way counts as inactive or inconclusive. A portion of the library (hit frequency here may not be typical).

The first 2 entries, ahead of the listing:
Results for O=C(CBr)c1ccc([N+](=O)[O-])c(CS(=O)(=O)c2ccc(Cl)cc2)c1 ?
Apoferritin bind: -2%; RXFP1 antag: -10; TRHR agonist: 1.4; D2 PAM: -2; D1 agonist: 3; RXFP1 agonist: -3.2%; D1 antagonist: -30; D1 PAM: 2; TRHR PAM: -11

What do the screens show for `Cn1c(=O)cc(SCC(=O)N2CCN(c3ccccc3F)CC2)c2ccc(Cl)cc21`?
Apoferritin bind: -6%; RXFP1 antag: 1; TRHR agonist: -1.2; D2 PAM: -1; D1 agonist: -2; RXFP1 agonist: 6.0%; D1 antagonist: 6; D1 PAM: 2; TRHR PAM: -2

The list itself, from the first entry:
Results for O=C(CBr)c1ccc([N+](=O)[O-])c(CS(=O)(=O)c2ccc(Cl)cc2)c1 ?
Apoferritin bind: -2%; RXFP1 antag: -10; TRHR agonist: 1.4; D2 PAM: -2; D1 agonist: 3; RXFP1 agonist: -3.2%; D1 antagonist: -30; D1 PAM: 2; TRHR PAM: -11

What do the screens show for `Cn1c(=O)cc(SCC(=O)N2CCN(c3ccccc3F)CC2)c2ccc(Cl)cc21`?
Apoferritin bind: -6%; RXFP1 antag: 1; TRHR agonist: -1.2; D2 PAM: -1; D1 agonist: -2; RXFP1 agonist: 6.0%; D1 antagonist: 6; D1 PAM: 2; TRHR PAM: -2

What do the screens show for `COc1ccc2oc(C(=O)NCC3CCCO3)c(C)c2c1` (stereo unspecified)?
Apoferritin bind: -8%; RXFP1 antag: -1; TRHR agonist: 0.1; D2 PAM: -12; D1 agonist: 1; RXFP1 agonist: 2.6%; D1 antagonist: 7; D1 PAM: 4; TRHR PAM: 4

Results for CCCc1cc(=O)oc2cc(C)cc(OCC(=O)Nc3ccc(S(N)(=O)=O)cc3)c12 ?
Apoferritin bind: -3%; RXFP1 antag: -8; TRHR agonist: 0.2; D2 PAM: 17; D1 agonist: 0; RXFP1 agonist: 15%; D1 antagonist: -5; D1 PAM: 2; TRHR PAM: 5

How did O=C1CC(c2nnc(Cc3ccc(F)cc3)o2)CN1c1ccccc1 (stereo unspecified) do in these assays?
Apoferritin bind: -7%; RXFP1 antag: 1; TRHR agonist: -1.1; D2 PAM: 11; D1 agonist: 5; RXFP1 agonist: 1.3%; D1 antagonist: -30; D1 PAM: -6; TRHR PAM: 2

What do the screens show for `CC(C)NC(=O)c1ccc(COc2ccc(C(C)(C)C)cc2)o1`?
Apoferritin bind: 2%; RXFP1 antag: -28; TRHR agonist: -1.7; D2 PAM: 6; D1 agonist: 24; RXFP1 agonist: -2.8%; D1 antagonist: -16; D1 PAM: 0; TRHR PAM: 14

What do the screens show for `CCOc1ccccc1NC(=O)CSc1nc2c(c(=O)[nH]1)CCC2`?
Apoferritin bind: 59%[activator]; RXFP1 antag: 2; TRHR agonist: -0.9; D2 PAM: 10; D1 agonist: 7; RXFP1 agonist: -7.2%; D1 antagonist: -8; D1 PAM: -3; TRHR PAM: 8

Results for CC(C)[C@H](NC(=O)[C@@H]1Cc2ccccc2CN1C(=O)OC(C)(C)C)C(=O)NC1CCCC1 ?
Apoferritin bind: -7%; RXFP1 antag: -103*; TRHR agonist: -0.6; D2 PAM: -2; D1 agonist: -1; RXFP1 agonist: 1.7%; D1 antagonist: 10; D1 PAM: -1; TRHR PAM: -8

How did O=C(c1ccoc1)N1CCC2(CC1)Oc1ccc(F)cc1C(=O)C21CC(c2ccccc2)=NO1 (stereo unspecified) do in these assays?
Apoferritin bind: 3%; TRHR agonist: 0.5; D2 PAM: 12; D1 agonist: 4; RXFP1 agonist: 0.7%; D1 antagonist: 5; D1 PAM: 1; TRHR PAM: 5

What do the screens show for `CCOC(=O)Cc1nnc(-c2ccccc2)o1`?
Apoferritin bind: -11%; TRHR agonist: 0.4; D2 PAM: 13; D1 agonist: 2; RXFP1 agonist: 1.0%; D1 antagonist: 7; D1 PAM: -4; TRHR PAM: -5

What do the screens show for `Cc1[nH]c2ccccc2c1C(=O)COc1ccccc1`?
Apoferritin bind: -8%; RXFP1 antag: -6; TRHR agonist: 0.8; D2 PAM: -2; D1 agonist: 1; RXFP1 agonist: 0.5%; D1 antagonist: 9; D1 PAM: -5; TRHR PAM: -1

Results for CCc1ccc(CNC(=O)CCCC(=O)n2nc(C)c3ccccc32)cc1 ?
Apoferritin bind: 7%; RXFP1 antag: 6; TRHR agonist: 0.7; D2 PAM: 6; D1 agonist: 4; RXFP1 agonist: -2.1%; D1 antagonist: 6; D1 PAM: 2; TRHR PAM: -1

Results for CSc1ncc(C(=O)NCc2ccccc2Cl)c(C(F)(F)F)n1 ?
Apoferritin bind: inconclusive; RXFP1 antag: 0; TRHR agonist: -0.3; D2 PAM: 8; D1 agonist: 0; RXFP1 agonist: 0.3%; D1 antagonist: 2; D1 PAM: -2; TRHR PAM: -4

How did NC(=O)NC(c1ccccc1)c1ccccc1F (stereo unspecified) do in these assays?
Apoferritin bind: -3%; RXFP1 antag: -17; TRHR agonist: 0.3; D2 PAM: -3; D1 agonist: -2; RXFP1 agonist: -1.2%; D1 antagonist: -2; D1 PAM: 0; TRHR PAM: 1

What do the screens show for `O=S(=O)([N-]c1nc2ccccc2nc1-n1cc[n+](Cc2ccccc2)c1)c1ccc(Br)cc1`?
Apoferritin bind: 1%; RXFP1 antag: 14; TRHR agonist: 0.4; D2 PAM: 5; D1 agonist: 0; RXFP1 agonist: inconclusive; D1 antagonist: -6; D1 PAM: -6; TRHR PAM: 0

What do the screens show for `O=C(NC(n1ccc(=O)[nH]c1=O)C(Cl)(Cl)Cl)C12CC3CC(CC(C3)C1)C2` (stereo unspecified)?
Apoferritin bind: -10%; RXFP1 antag: 22; TRHR agonist: 0.2; D2 PAM: -3; D1 agonist: 4; RXFP1 agonist: -3.2%; D1 antagonist: -7; D1 PAM: 9; TRHR PAM: -3

What do the screens show for `O=C(COC(=O)CC12CC3CC(CC(C3)C1)C2)Nc1cccnc1Cl`?
Apoferritin bind: inconclusive; RXFP1 antag: -21; TRHR agonist: 0.0; D2 PAM: -4; D1 agonist: -1; RXFP1 agonist: 2.0%; D1 PAM: 6; TRHR PAM: -2

How did O=C(c1cc(-c2ccco2)nc2ccccc12)N1CCN(c2ccc(F)cc2)CC1 do in these assays?
Apoferritin bind: -23%; RXFP1 antag: 6; TRHR agonist: -0.2; D2 PAM: -8; D1 agonist: 0; RXFP1 agonist: -0.2%; D1 antagonist: 5; D1 PAM: -3; TRHR PAM: 3

Results for CC(C)(C)c1ccc(C(=O)NC(Cc2ccccc2)C(=O)O)cc1 (stereo unspecified) ?
Apoferritin bind: -7%; TRHR agonist: 0.2; D2 PAM: -6; D1 agonist: 1; RXFP1 agonist: -0.5%; D1 antagonist: 0; D1 PAM: 8; TRHR PAM: -2

How did Cc1ccc(-n2nc(C)c3c(C(=O)Nc4ccc(Br)c(C)c4)cc(C)nc32)cc1 do in these assays?
Apoferritin bind: -9%; RXFP1 antag: -3; TRHR agonist: 1.6; D2 PAM: 4; D1 agonist: 5; RXFP1 agonist: -0.1%; D1 antagonist: -15; D1 PAM: -6; TRHR PAM: 18

What do the screens show for `COc1ccc(C(=O)Nc2cnc3sc(C)nn3c2=O)cc1`?
Apoferritin bind: -6%; RXFP1 antag: -1; TRHR agonist: 0.9; D2 PAM: 25; D1 agonist: 2; RXFP1 agonist: 11%; D1 antagonist: 18; D1 PAM: -3; TRHR PAM: -5

How did Cc1ccc(C)c(Cn2c(=O)cc(C)c3c(C)nn(-c4cccc(F)c4)c32)c1 do in these assays?
Apoferritin bind: 19%; RXFP1 antag: -3; TRHR agonist: 0.9; D2 PAM: 11; D1 agonist: 4; RXFP1 agonist: 0.9%; D1 antagonist: 2; D1 PAM: -4; TRHR PAM: 2

How did COc1ccccc1NC(=O)CSc1nc2ccccc2cc1Cc1ccccc1 do in these assays?
Apoferritin bind: 1%; RXFP1 antag: -9; TRHR agonist: 0.4; D2 PAM: -3; D1 agonist: 6; RXFP1 agonist: -0.2%; D1 antagonist: -33*; D1 PAM: -3; TRHR PAM: -8

Results for CCOc1ccc(/C=C2\SC(=S)N(NS(=O)(=O)c3ccccc3)C2=O)cc1OC ?
Apoferritin bind: 8%; RXFP1 antag: -6; TRHR agonist: -0.2; D2 PAM: 0; D1 agonist: 0; RXFP1 agonist: -4.5%; D1 antagonist: -19; D1 PAM: 0; TRHR PAM: 4

How did O=C(O)CSc1nnc(SCc2cccc3ccccc23)s1 do in these assays?
Apoferritin bind: -10%; RXFP1 antag: -3; TRHR agonist: -0.2; D2 PAM: -5; D1 agonist: 2; RXFP1 agonist: 1.1%; D1 antagonist: -12; D1 PAM: 0; TRHR PAM: 10

What do the screens show for `CCOCCn1c(N(C)Cc2ccccc2)nc2c1c(=O)[nH]c(=O)n2C`?
Apoferritin bind: -14%; RXFP1 antag: -7; TRHR agonist: -1.2; D2 PAM: 3; D1 agonist: 0; RXFP1 agonist: -0.2%; D1 antagonist: 1; D1 PAM: 4; TRHR PAM: 1

What do the screens show for `Cc1ccc(NC(=O)CSCc2cnn(-c3ccccc3)c2-n2cccc2)c(C)c1`?
Apoferritin bind: 229%[activator]; RXFP1 antag: -6; TRHR agonist: 0.7; D2 PAM: -1; D1 agonist: 8; RXFP1 agonist: -0.8%; D1 antagonist: -5; D1 PAM: -2; TRHR PAM: -1

Results for O=S(=O)(c1ccc(F)cc1)N1CCN(c2nc(-c3cccc(Br)c3)nc3ccccc23)CC1 ?
TRHR agonist: -0.6; D1 agonist: 2; D1 antagonist: -22; D1 PAM: 14; TRHR PAM: -3

What do the screens show for `O=C(NCc1ccco1)/C(=C/C=C\c1ccccc1)NC(=O)c1ccc(Br)o1`?
Apoferritin bind: -19%; RXFP1 antag: -5; TRHR agonist: -0.7; D2 PAM: 6; D1 agonist: 3; RXFP1 agonist: 2.0%; D1 antagonist: -2; D1 PAM: -2; TRHR PAM: -2

Results for O=C(CN1CCCc2ccccc21)NCc1ccc2c(c1)OCO2 ?
Apoferritin bind: -17%; RXFP1 antag: 2; TRHR agonist: -0.6; D2 PAM: -1; D1 agonist: 1; RXFP1 agonist: 1.5%; D1 antagonist: 3; D1 PAM: 1; TRHR PAM: 4

Screens (PubChem)
